# Screening results as filed in PubChem.
# SRC2 inh = human SRC2 (NCOA2) inhibition. Q15596. HEK293 GAL4-SRC2 luciferase reporter, luminescence. inhibition, % at 9 µM. 370,000 tested, 0.17% active. AID 651957;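 active = inhibition above the mean inhibition of all tested compounds plus 3 SD, set per campaign, cut at about 52% in these data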;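 note: 0% = DMSO treated cells and 100% = cells given Gossypol at 36 µM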
# SRC1 inh = inhibitors of human steroid receptor coactivator 1 (SRC1) | Q15788 | 360,000 tested, 0.12% active | HEK293 GAL4-SRC1 luciferase reporter, luminescence | inhibition, % at 3.6 µM;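 active = inhibition above the campaign mean plus 3 SD, with each screening campaign given its own cutoff, cut at about 60% in these data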;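 note: 0% = DMSO treated cells and 100% = gossypol at 36 µM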
# C8 TRAIL sens = caspase-8 TRAIL sensitization. NB7+C8 cells + TRAIL, ATPlite viability luminescence. inhibition (viability loss, TRAIL sensitization), % at 10 µM. 360,000 tested, 1% active;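 active = compounds causing at least 50% loss of cell viability in the single-dose screen, relative to plate controls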
# EBV LMP1 NFkB = Epstein-Barr LMP1 NF-kappaB reporter inhibition; 350,000 tested, 0.69% active; inhibition, % at 12.5 µM; LMP1-induced NF-kappaB luciferase reporter cells, luminescence; AID 504558; in the data active = inhibition above about 41%;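 note: 0% = neutral control wells and 100% = reference inhibitor control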
# TWEAK Fn14 block = blocks TWEAK-Fn14 interaction in a reporter cell assay; TWEAK-stimulated Fn14 reporter cells, luciferase luminescence, 8 h; inhibition, % at 10 µM; 360,000 tested, 2% active; in the data active = inhibition above about 50%
# TROY NFkB inh = inhibitors of TROY-dependent NF-kB signaling | Q293 LMP1-TROYcd NF-kB luciferase reporter, 4 h | inhibition, % at 10 µM | 360,000 tested, 0.98% active | AID 1347056;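 active = compounds whose plate-normalised and pattern-corrected inhibition of the luciferase reporter signal at the single screening dose is 50% or more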
# NR2F2 inh = blocks human COUP-TFII nuclear receptor; P24468; HEK293T NGFI-A luciferase reporter, luminescence; inhibition, % at 8.6 µM; 370,000 tested, 0.7% active;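 active = inhibition above a per-plate cutoff, mean inhibition of test wells between control levels plus 3 SD, cut at about 38% in these data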;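 note: cells cotransfected with COUP-TFII expression vector driving the NGFI-A reporter; 0% = median of COUP-TF2 test wells and 100% = reporter-only cells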
# NOD2 RIPK2 PPI = NOD2-RIPK2 protein interaction inhibition | inhibition, % at 4.98 µM | 360,000 tested, 0.38% active | O43353 | CHO BLA complementation NOD2-RIPK2, CCF4 ratio; in the data active = inhibition above about 21%;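 note: 0% = vehicle only and 100% = reference blocker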
# LRH-1 inv ag = suppresses constitutive activity of human LRH-1. O00482. HEK293T StAR-luciferase reporter, LRH-1 transfected, 24 h. inhibition, % at 3.6 µM. 360,000 tested, 0.13% active. AID 602396;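 active = inhibition above the mean inhibition of all tested compounds plus 3 SD, cut at about 73% in these data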;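 note: 0% = DMSO wells and 100% = reporter-only cells lacking LRH-1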
# SRC3 inh = inhibitors of human steroid receptor coactivator 3 (SRC3); Q9Y6Q9; HEK293 GAL4-SRC3 luciferase reporter, luminescence; inhibition, % at 3.6 µM; 360,000 tested, 0.17% active;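 active = inhibition above a per-campaign cutoff, the mean of all compounds plus 3 SD, cut at about 60% in these data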;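 note: 0% = DMSO-treated cells and 100% = gossypol-treated cells at 36 µM; higher means less SRC3-driven luciferase light from the GAL4 reporter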
# TLR9-MyD88 block = inhibitors of human TLR9-MyD88 binding. inhibition, % at 4.98 µM. CHO BLA complementation TLR9-MyD88, CCF4 FRET ratio. Q9NR96+Q99836. 340,000 tested, 0.21% active;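 active = inhibition above the mean over all tested compounds plus 3 SD, cut at about 21% in these data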;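 note: 0% = DMSO only wells and 100% = clavulanate BLA inhibitor control wells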
# An asterisk follows results filed as active; / = not tested or not shown. The list is partial; count on the stated rates, not on these rows.
# Field names – A = SRC2 inh; B = SRC1 inh; C = C8 TRAIL sens; D = EBV LMP1 NFkB; E = TWEAK Fn14 block; F = TROY NFkB inh; G = NR2F2 inh; H = NOD2 RIPK2 PPI; I = LRH-1 inv ag; J = SRC3 inh; K = TLR9-MyD88 block
COC(=O)C(C)Sc1nc2c(c(=O)n1-c1ccccc1)SCC2 (stereo unspecified)
  A: -8	B: -8	C: -25	D: 6	E: -41	F: 1	G: -6	H: -1	I: 27	J: 16	K: 4
O=C(CCCn1c(=S)[nH]c2ccccc2c1=O)N1CCCCC1
  A: -13	B: -13	C: 15	D: -5	E: 11	F: -4	G: 2	H: -6	I: -7	J: 18	K: 5
COc1ccc(C(O)c2nc(-c3cccc(C(F)(F)F)c3)cs2)cc1 (stereo unspecified)
  A: 19	B: -4	C: 0	D: /	E: -4	F: 9	G: 2	H: 5	I: 16	J: -11	K: /
Nc1ncnc2c1ncn2[C@@H]1O[C@H](COP(=O)(O)OP(=O)(O)OP(=O)(O)O)[C@@H](O)[C@H]1O
  A: -2	B: -9	C: -5	D: 1	E: -7	F: 3	G: -65	H: -16	I: 16	J: -16	K: 9
COc1ccc(-c2cc(-c3ccccc3)nc(-c3ccc4c(c3)NC(=O)CO4)c2)cc1
  A: -3	B: 11	C: -4	D: -20	E: 42	F: 12	G: -14	H: -5	I: 0	J: 14	K: -7
O=C1C(=Cc2cccc(F)c2)Cc2ccccc21
  A: -58	B: -42	C: -2	D: /	E: -26	F: -31	G: -24	H: -76	I: 4	J: -27	K: /
O=C(O)Cn1c(=O)c2c3c(sc2n(Cc2ccc(Cl)cc2Cl)c1=O)CCCC3
  A: 1	B: -70	C: -5	D: -7	E: -1	F: 30	G: 22	H: -16	I: 2	J: -5	K: -7
CCOc1ccc(CCNC(=O)c2cccnc2N2CCCC2)cc1OCC
  A: 19	B: -21	C: -9	D: -2	E: -17	F: -1	G: 6	H: 0	I: 2	J: -43	K: -9
COC(=O)[C@H]1C[C@H](OC(=O)Nc2cccs2)[C@@]2(O)CN(S(=O)(=O)c3ccc(C)cc3)CC2[C@H]1C(=O)OC (stereo partly specified)
  A: -2	B: 7	C: -1	D: -17	E: 15	F: 4	G: 1	H: -7	I: 19	J: 10	K: 0
O=C(CCn1c(=O)c2ccccc2n(Cc2cc(=O)n3ccccc3n2)c1=O)NCc1ccco1
  A: -10	B: 10	C: -8	D: -1	E: -6	F: -18	G: -14	H: -8	I: 24	J: -6	K: -7
CN(CC(=O)NC1CC1)S(=O)(=O)c1ccc(F)cc1
  A: 17	B: 3	C: -4	D: 1	E: 12	F: 14	G: -26	H: -3	I: -11	J: 0	K: 2
CCn1cc(S(=O)(=O)N2CCCC2)cn1
  A: 0	B: -12	C: -25	D: -3	E: -10	F: -10	G: 10	H: 7	I: 2	J: -1	K: -5
O=C(c1ccc(S(=O)(=O)c2ccc(Cl)cc2)cc1)N1CCOCC1
  A: -15	B: -34	C: 9	D: -4	E: -15	F: 18	G: -8	H: -3	I: -17	J: -2	K: 1
COC(=O)c1cc(Cl)c(NC(=O)c2ccc(F)cc2)cc1OC
  A: 13	B: 9	C: 5	D: -2	E: -18	F: -14	G: -12	H: -14	I: -11	J: -2	K: 5
O=C(CC1C(=O)OCN1C(=O)OCc1ccccc1)OCC(=O)c1ccccc1 (stereo unspecified)
  A: -7	B: -86	C: -1	D: -2	E: 7	F: 2	G: -8	H: -2	I: 18	J: 9	K: -2
c1csc(C(c2nnnn2C2CCCC2)N2CCCC3(CCCCC3)C2)c1 (stereo unspecified)
  A: 8	B: 6	C: 3	D: -7	E: -4	F: -2	G: 9	H: -6	I: -18	J: 23	K: -186
O=C1CCCCC1
  A: -10	B: -9	C: -4	D: 3	E: 5	F: -14	G: 1	H: 5	I: 5	J: 20	K: 4
Cc1ccc(S(=O)(=O)N2CCOCC2)cc1NC(=O)Cn1nnc(-c2ccccc2)n1
  A: -4	B: -2	C: 6	D: -3	E: -22	F: -9	G: -13	H: -3	I: 12	J: 4	K: 16
CSc1ccccc1OCc1cc(C(=O)NCCCn2nc(C)cc2C)no1
  A: 19	B: -10	C: -17	D: -5	E: -3	F: 10	G: -6	H: 0	I: -10	J: -9	K: -3
CCOC(=S)SCC(=O)N1CCc2cc(OC)c(OC)cc2C1C1C(=O)CC(C)(C)CC1=O (stereo unspecified)
  A: -5	B: -5	C: 4	D: 12	E: -7	F: 4	G: -3	H: -5	I: 15	J: -31	K: -8
Cc1ccc2nc(SCc3ccc([N+](=O)[O-])cc3)[nH]c2c1
  A: -16	B: -70	C: 10	D: 4	E: -4	F: -18	G: -43	H: 1	I: -35	J: -2	K: 5
Nc1ccc2c(=O)[nH][nH]c(=O)c2c1
  A: -9	B: 0	C: 11	D: -3	E: 9	F: -7	G: 6	H: 4	I: -4	J: -1	K: -9
O=C1NCCCC1C(=O)Nc1ccccc1C(F)(F)F (stereo unspecified)
  A: -8	B: 4	C: 9	D: -3	E: -9	F: -4	G: -7	H: 13	I: 13	J: 2	K: -1
Nc1c(C(=O)c2ccccc2)sc2snc(SCC(=O)c3ccccc3)c12
  A: -42	B: -60	C: -19	D: 15	E: -7	F: -17	G: -31	H: 2	I: -7	J: -38	K: 16
O=C(Nc1cccc(S(=O)(=O)N2CCCCC2)c1)c1cc([N+](=O)[O-])ccc1N1CCOCC1
  A: 12	B: 0	C: 1	D: -5	E: -30	F: 2	G: 12	H: -9	I: 0	J: 0	K: 6
CC(=O)Nc1cncc(-c2cccc(C(=O)N(C)C)c2)n1
  A: -2	B: 0	C: -16	D: /	E: -12	F: 15	G: -1	H: 2	I: 18	J: -18	K: /
Cc1cc(NC(=O)c2ccc(F)cc2)n(-c2ccccc2)n1
  A: -10	B: -4	C: 11	D: 5	E: -10	F: 0	G: 3	H: -6	I: 1	J: 7	K: -2
CCCC1(C(=O)O)NC(c2cccc(OC)c2O)C2C(=O)N(c3ccccc3)C(=O)C21 (stereo unspecified)
  A: 4	B: -49	C: -16	D: -1	E: -5	F: -4	G: 3	H: 3	I: -18	J: 1	K: -8
O=C(Cc1ccc(Cl)cc1)NCCN1CCCC1
  A: -24	B: -5	C: -1	D: 1	E: 5	F: -2	G: -6	H: 0	I: -14	J: -21	K: -8
COc1ccc(Br)c(Cn2c(C)c(C(=O)N(C)Cc3ccc(F)cc3)sc2=O)c1
  A: 7	B: 9	C: 5	D: /	E: -2	F: 11	G: 10	H: -1	I: 14	J: 13	K: /

# In another format: entries from further up
Compound	SRC2 inh	SRC1 inh	C8 TRAIL sens	EBV LMP1 NFkB	TWEAK Fn14 block	TROY NFkB inh	NR2F2 inh	NOD2 RIPK2 PPI	LRH-1 inv ag	SRC3 inh	TLR9-MyD88 block
c1csc(C(c2nnnn2C2CCCC2)N2CCCC3(CCCCC3)C2)c1 (stereo unspecified)	8	6	3	-7	-4	-2	9	-6	-18	23	-186
O=C1CCCCC1	-10	-9	-4	3	5	-14	1	5	5	20	4
CCOC(=S)SCC(=O)N1CCc2cc(OC)c(OC)cc2C1C1C(=O)CC(C)(C)CC1=O (stereo unspecified)	-5	-5	4	12	-7	4	-3	-5	15	-31	-8
O=C(Nc1cccc(S(=O)(=O)N2CCCCC2)c1)c1cc([N+](=O)[O-])ccc1N1CCOCC1	12	0	1	-5	-30	2	12	-9	0	0	6

# Further records
# Field names – A = SRC2 inh; B = SRC1 inh; C = C8 TRAIL sens; D = EBV LMP1 NFkB; E = TWEAK Fn14 block; F = TROY NFkB inh; G = NR2F2 inh; H = NOD2 RIPK2 PPI; I = LRH-1 inv ag; J = SRC3 inh; K = TLR9-MyD88 block
CCN(c1ccc(C(=O)CN2C(=O)NC3(CCOc4ccccc43)C2=O)cc1)S(C)(=O)=O (stereo unspecified)
  A: 11	B: -17	C: -20	D: -1	E: 1	F: -5	G: -17	H: -9	I: 12	J: -24	K: 0
COc1ccc(S(=O)(=O)N2CCCCC2)cc1NC(=O)CNc1ccc(F)cc1C
  A: 17	B: -14	C: 0	D: 8	E: 16	F: 7	G: 6	H: -9	I: -14	J: -4	K: 2
CC1CCCCN1CCNC(=O)CN1C(=O)COc2ccccc21 (stereo unspecified)
  A: -1	B: 3	C: -21	D: 1	E: -10	F: 1	G: -6	H: 4	I: -17	J: 5	K: -5
O=C(NC1CCCCCC1)c1ccc(=O)n(Cc2ccccc2)n1
  A: 10	B: -7	C: 7	D: -1	E: 14	F: 25	G: 19	H: 5	I: 0	J: 3	K: -5
C/C(=N/Nc1ccnc2cc(Cl)ccc12)c1ccc(N)cc1
  A: -8	B: -13	C: 4	D: -13	E: -34	F: -5	G: -12	H: -4	I: -3	J: -4	K: -5
CCN(CC)CCNC(=O)c1nn(-c2ccc(C)cc2)c(=O)c2c1c1ccccc1n2C
  A: -73	B: 8	C: 12	D: -17	E: -43	F: 1	G: -11	H: -14	I: 8	J: 10	K: 0
COc1cccc(CN(CC(=O)NC2CCCCC2)C(=O)c2csnn2)c1
  A: 8	B: -29	C: 2	D: 3	E: 7	F: -14	G: 9	H: -8	I: 5	J: -8	K: 6
C=CCCC(=O)N1CCC(CCC(=O)NC2CC2)CC1
  A: 8	B: 3	C: -30	D: 0	E: -6	F: 2	G: 13	H: 1	I: -13	J: 4	K: -1
O=C(c1ccco1)N1CCN(C(=O)C2CCCN(S(=O)(=O)c3cccc4nsnc34)C2)CC1 (stereo unspecified)
  A: -2	B: 19	C: -2	D: -2	E: 62*	F: 5	G: 3	H: 4	I: -35	J: -13	K: -7
CCOC(=O)N1CCC(NC(=O)CC2C(=O)NCCN2Cc2ccccc2)CC1 (stereo unspecified)
  A: -10	B: -3	C: -3	D: 3	E: -2	F: 9	G: -21	H: -11	I: 19	J: -24	K: 9
CCC(CC)N=C1NS(=O)(=O)c2cc([N+](=O)[O-])ccc21
  A: -14	B: -11	C: -4	D: -8	E: -5	F: 16	G: -2	H: -2	I: -3	J: 8	K: -4
Cc1ccsc1C1C(C#N)=C(N)Oc2n[nH]c(C)c21 (stereo unspecified)
  A: 21	B: -26	C: -10	D: -12	E: 61*	F: 6	G: -4	H: 4	I: 0	J: 10	K: 5
COc1cc(C)c(Cl)cc1S(=O)(=O)NCCCN1CCOCC1
  A: -13	B: 3	C: -5	D: -2	E: -2	F: -44	G: -7	H: -22	I: 0	J: 1	K: -4
Cc1ccc(C(=Cc2ccc([N+](=O)[O-])cc2)C(=O)O)cc1
  A: -22	B: 4	C: -5	D: 4	E: -8	F: -72	G: 6	H: -9	I: 8	J: -13	K: -6

# Two entries from above in a different format:
# Order of values – SRC2 inh, SRC1 inh, C8 TRAIL sens, EBV LMP1 NFkB, TWEAK Fn14 block, TROY NFkB inh, NR2F2 inh, NOD2 RIPK2 PPI, LRH-1 inv ag, SRC3 inh, TLR9-MyD88 block
- C/C(=N/Nc1ccnc2cc(Cl)ccc12)c1ccc(N)cc1
    -8, -13, 4, -13, -34, -5, -12, -4, -3, -4, -5
- CCN(CC)CCNC(=O)c1nn(-c2ccc(C)cc2)c(=O)c2c1c1ccccc1n2C
    -73, 8, 12, -17, -43, 1, -11, -14, 8, 10, 0
